Assay outcomes as filed in PubChem BioAssay.
Wnt act: activators of Wnt/beta-catenin signaling. Wnt/beta-catenin reporter cell assay, activator, plate reader. activation, % at 9.35 µM. hit rate 1.2% among 300,000. AID 743398; in the data active = activation above about 30%, passing the limit was not always enough; inconclusive = no clear call, values can overlap the other calls;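 note: 0% = neutral control wells and 100% = positive control wells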
PvdQ inh: blocks Pseudomonas aeruginosa PvdQ acylase activity; AID 488965; hit rate 0.063% among 340,000; inhibition, % at 10 µM; purified PvdQ acylase, fluorescence plate reader; in the data active = inhibition above about 30%, passing the limit was not always enough; inconclusive = no clear call, values can overlap the other calls;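 note: 0% = vehicle neutral wells and 100% = reference inhibitor wells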
DAGLB inhibitor: diacylglycerol lipase beta (human) inhibition; Q8NCG7; HEK293T DAGLB membrane lysate, EnzChek fluorogenic substrate; inhibition, % at 5.17 µM; hit rate 0.059% among 340,000; AID 504411; in the data active = inhibition above about 34%;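 note: 0% = enzyme with vehicle and 100% = wells lacking enzyme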
Target sequence (Q8NCG7 whole entry, looked up): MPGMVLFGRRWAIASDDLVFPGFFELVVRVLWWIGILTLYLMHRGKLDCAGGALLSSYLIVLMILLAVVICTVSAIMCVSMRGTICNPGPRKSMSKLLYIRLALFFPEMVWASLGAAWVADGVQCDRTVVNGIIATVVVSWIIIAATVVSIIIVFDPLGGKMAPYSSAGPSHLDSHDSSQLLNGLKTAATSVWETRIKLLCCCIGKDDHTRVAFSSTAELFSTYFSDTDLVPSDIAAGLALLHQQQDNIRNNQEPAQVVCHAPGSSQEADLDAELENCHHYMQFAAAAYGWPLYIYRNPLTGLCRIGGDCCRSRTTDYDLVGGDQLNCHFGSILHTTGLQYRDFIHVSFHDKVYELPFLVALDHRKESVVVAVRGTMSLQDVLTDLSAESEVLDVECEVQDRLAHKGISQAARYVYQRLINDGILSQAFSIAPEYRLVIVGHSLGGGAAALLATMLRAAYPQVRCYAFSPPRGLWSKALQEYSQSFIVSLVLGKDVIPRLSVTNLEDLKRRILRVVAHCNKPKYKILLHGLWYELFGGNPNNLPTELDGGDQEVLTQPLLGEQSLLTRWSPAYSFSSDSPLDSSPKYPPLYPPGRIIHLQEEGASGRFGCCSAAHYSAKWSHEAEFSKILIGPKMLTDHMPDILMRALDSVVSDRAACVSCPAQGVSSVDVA
phage Ecoli inh: E. coli growth loss with phage present. inhibition, % at 11.9 µM. growth absorbance. AID 651602. hit rate 0.26% among 360,000; in the data active = inhibition above about 11%
AddAB inh: less growth of phage-infected E. coli with AddAB | inhibition, % at 11.9 µM | hit rate 0.29% among 330,000 | E. coli expressing H. pylori AddAB, absorbance growth; in the data active = inhibition above about 12%;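 note: 0% = vehicle wells of infected cells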
Tat export inh: E. coli Tat transport inhibition; hit rate 0.036% among 340,000; E. coli MC4100 TorA-mCherry Tat export, fluorescence; inhibition, % at 10 µM;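 active = mean replicate inhibition at least 50% and at least half of replicates individually reaching 50%; inconclusive = only one of the two criteria met; inactive = neither criterion met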;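 note: exported cargo escapes ClpAP degradation while cytoplasmic cargo is degraded and loses fluorescence; 0% = median of neutral control wells and 100% = median of NaSCN control wells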
Rtt109 Vps75: blocks Candida albicans Rtt109/Vps75 acetyltransferase activity | Q5AAJ8 | purified Rtt109/Vps75, ThioGlo CoA-SH fluorescence, 4 h | inhibition, % at 34.9 µM | hit rate 0.16% among 330,000 | AID 540336;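 active = inhibition of at least 50% in every replicate; inconclusive = best replicate reaches 50% inhibition but some replicates fall short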
Target sequence (Q5AAJ8 whole entry, looked up): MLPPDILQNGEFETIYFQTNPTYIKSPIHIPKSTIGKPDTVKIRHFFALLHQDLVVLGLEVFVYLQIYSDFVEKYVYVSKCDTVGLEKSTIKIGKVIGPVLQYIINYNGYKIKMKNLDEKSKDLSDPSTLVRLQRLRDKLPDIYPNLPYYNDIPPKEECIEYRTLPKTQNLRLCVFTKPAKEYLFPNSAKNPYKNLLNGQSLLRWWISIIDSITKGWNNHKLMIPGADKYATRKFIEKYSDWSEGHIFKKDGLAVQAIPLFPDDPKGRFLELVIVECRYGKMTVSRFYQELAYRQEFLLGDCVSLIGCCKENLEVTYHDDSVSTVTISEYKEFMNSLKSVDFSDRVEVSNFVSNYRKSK
CAL PDZ inh: inhibitors of human CAL PDZ peptide binding; Q9HD26; purified CAL PDZ, TMR-peptide fluorescence polarization, 1 h; inhibition, % at 20 µM; hit rate 0.02% among 330,000;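 active = highest replicate inhibition of at least 40%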;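 note: plate controls were DMSO neutral control wells for no effect and unlabeled competitor peptide control wells for full effect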
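Control set: unlabelled peptide and DMSO controls / Material: purified CerCALP PDZ construct / Timing: 1 h incubation at room temperature before polarization reading / Doses: 20 µM, one dose / Detection: fluorescence polarization (mP)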
Ecoli viability: counter-screen for AddAB inhibitors: E. coli growth inhibition; E. coli V3065 growth, OD600 absorbance, 18 h; inhibition, % at 11.9 µM; hit rate 0.27% among 330,000; AID 449728;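 active = inhibition above the campaign's mean inhibition across all tested compounds plus 3 SD, cut at about 9.9% in these data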;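 note: uninfected addAB+ strain grown without phage in ampicillin broth; 0% = DMSO wells and 100% = ciprofloxacin 0.95 µg/ml wells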
PfHsp90 yeast 2: reduces growth (ATP signal) of yeast expressing P. falciparum Hsp90; S. cerevisiae expressing PfHsp90, BacTiter-Glo ATP, 48 h; yeast lacking PDR1 and PDR3 efflux regulators; inhibition, % at 9.4 µM; hit rate 0.32% among 310,000; AID 504621;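 active = every replicate shows inhibition above about 80%, whatever the replicate mean, limit read from the data; inconclusive = mean inhibition reaches the set limit but some replicate falls short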;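 note: 0% = DMSO neutral controls and 100% = 20 µM radicicol positive controls; yeast relying on Plasmodium falciparum Hsp90 in place of its own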
The depositor's hits bear a star; ? = inconclusive; nt = no result given.

Order of values: Wnt act	PvdQ inh	DAGLB inhibitor	phage Ecoli inh	AddAB inh	Tat export inh	Rtt109 Vps75	CAL PDZ inh	Ecoli viability	PfHsp90 yeast 2
1) COc1cccc(C(=O)CN2CCN(S(=O)(=O)c3ccc(Br)cc3)CC2)c1
 : nt	-5	-1	nt	2.4	-9	11	-1.0	0.6	-1
2) CCOC(=O)c1ccc(NC(=O)Nc2ccn(C)n2)cc1
 : 4	5	1	nt	2.1	8	-9	-1.4	-0.8	-1
3) CNC(=O)C(=O)Nc1c(O)c2ccccc2[nH]c1=O
 : -2	0	1	5.9	3.5	7	-3	0.8	3.2	-7
4) Cc1cccc(C)c1OCc1cn(CC(=O)c2ccc(O)cc2)nn1
 : -2	-12	0	3.7	nt	1	14	-1.5	nt	11
5) COc1ccccc1NC(=O)N1CCN(c2ccc3nnc(-c4ccc(F)cc4)n3n2)CC1
 : -3	-4	0	2.8	-2.2	4	-3	-2.5	-2.4	-3
6) Cc1cc(NC(=O)c2ccc(Cl)cc2)no1
 : 27	16	-3	0.5	1.9	3	16	-2.7	-2.2	-2
7) O=[N+]([O-])c1ccc(C[n+]2cccc(O)c2)cc1
 : -1	-7	-1	3.0	4.7	-1	-1	-1.8	2.2	-6
8) CC(=O)c1cc(C#N)c(N(C)Cc2ccccc2)nc1C
 : 0	6	-4	4.1	1.7	4	5	-0.2	2.9	1
9) CCOc1ccccc1N(C(=O)Nc1cccc(Cl)c1)C1=NC(C)CS1 (stereo unspecified)
 : 5	-13	1	4.0	-1.0	-2	2	-2.8	0.2	-6
10) CCOc1ccc(S(=O)(=O)/N=C(/c2ccccc2)N(C)C)cc1
 : 0	-9	1	3.3	0.5	-3	2	-0.6	2.4	-11
11) Cc1cc(C(=O)COC(=O)C2CCN(C(=O)c3ccc(Cl)cc3)CC2)c(C)n1CC1CCCO1 (stereo unspecified)
 : -1	-16	-1	0.1	0.9	-3	-3	5.6	0.5	34
12) O=C(NCc1ccc2c(c1)OCO2)C1CC(c2ccc(Cl)c(Cl)c2)=NO1 (stereo unspecified)
 : nt	18	1	0.5	0.8	-2	15	nt	0.1	-30
13) CCO[C@@H]1OC(C(N)=O)=C[C@H](C2CCCCC2)[C@H]1CCCO
 : -1	-10	1	0.3	2.1	-2	2	-2.1	1.0	13
14) O=C(Nc1ccnc(-c2cccnc2)n1)c1ccccc1Cl
 : nt	-1	-2	1.1	3.3	-3	1	-1.1	-0.5	9
15) COc1ccc(-n2nc(C(=O)NCC(=O)N3CCC(C(N)=O)CC3)c3ccccc3c2=O)cc1OC
 : 0	-8	-1	-0.4	3.1	2	3	0.6	1.3	-23

Compound profiles, as listed above.
`CNC(=O)C(=O)Nc1c(O)c2ccccc2[nH]c1=O` reads Wnt act: -2; PvdQ inh: 0; DAGLB inhibitor: 1; phage Ecoli inh: 5.9; AddAB inh: 3.5; Tat export inh: 7; Rtt109 Vps75: -3; CAL PDZ inh: 0.8; Ecoli viability: 3.2; PfHsp90 yeast 2: -7
`O=C(NCc1ccc2c(c1)OCO2)C1CC(c2ccc(Cl)c(Cl)c2)=NO1` (stereo unspecified) reads Wnt act: nt; PvdQ inh: 18; DAGLB inhibitor: 1; phage Ecoli inh: 0.5; AddAB inh: 0.8; Tat export inh: -2; Rtt109 Vps75: 15; CAL PDZ inh: nt; Ecoli viability: 0.1; PfHsp90 yeast 2: -30

Next part:
Order of values: Wnt act	PvdQ inh	DAGLB inhibitor	phage Ecoli inh	AddAB inh	Tat export inh	Rtt109 Vps75	CAL PDZ inh	Ecoli viability	PfHsp90 yeast 2
16) CC(=O)c1c(C)n([O-])c2ccc(C)cc2[n+]1=O
 : nt	10	1	5.9	23*	13	9	-1.6	24*	-9
17) O=[N+]([O-])c1ccc(-c2csc(N3CCc4ccccc4C3)n2)cc1
 : nt	-19	-6	3.0	2.1	-10	4	-1.8	-0.8	12
18) CC(=O)c1ccc(S(=O)(=O)NCCC(=O)NC2CCN(Cc3ccccc3)CC2)cc1
 : 0	10	0	3.3	-1.6	-2	-8	-1.3	-1.0	-10
19) CCOCCCNC(=O)c1ccc(OC)c(OC2CCN(C(C)C)CC2)c1
 : -3	-6	-2	1.7	3.1	1	-5	-0.3	1.1	1
20) c1coc(CSc2ncnc3c2oc2ccccc23)c1
 : 35*	-8	-8	2.5	0.9	0	-6	-1.2	1.5	-4
21) O=C1c2cc(Cl)ccc2OC2(CCNCC2)C12CC(c1ccccc1)=NO2 (stereo unspecified)
 : -5	-10	0	3.0	2.2	-6	3	-2.2	2.5	-3
22) O=C(COC(=O)c1c(F)cccc1F)NCc1ccc2c(c1)OCO2
 : 1	-10	0	-0.8	-1.1	-3	-3	-0.2	-0.7	-7
23) CCS(=O)(=O)c1ccc2c(c1)N(S(C)(=O)=O)CC(C(=O)NCc1ccccc1OC)O2 (stereo unspecified)
 : nt	-1	-1	-0.6	2.6	4	9	0.0	-1.3	6
24) c1ccc(-c2nnc(SCC3CCCCO3)nc2-c2ccccc2)cc1 (stereo unspecified)
 : -3	5	-14	2.2	1.0	9	3	-1.0	-1.5	-16
25) O=C(/C=C/c1ccccc1O)c1ccc(Cl)cc1
 : 20	-7	1	1.5	0.7	3	nt	-0.4	3.8	14
26) CC1CCC(NC(=O)c2ccc(COc3ccccc3)o2)CC1 (stereo unspecified)
 : 0	-21	-15	3.2	2.4	14	5	-2.2	1.2	-15
27) Cc1cc2sc3ccccc3c(=O)c2c(C)c1O
 : 8	-9	-1	1.2	3.1	1	-2	-1.2	-1.3	-9
28) O=c1cc(-c2ccccc2)c2cc3c(cc2[nH]1)OCCO3
 : -1	-4	-1	3.0	-0.2	-2	-18	-3.2	-1.5	-1
29) Cc1cc(N/N=C/c2ccc(O)cc2O)nc(-c2ccccc2O)n1
 : nt	0	2	nt	14*	1	-3	0.3	4.5	-63
30) CC1CCC(NC(=O)c2ccc(CNc3c(NC4CCCCC4)c(=O)c3=O)cc2)CC1 (stereo unspecified)
 : -3	-2	3	-0.1	-3.3	?	11	0.1	-3.1	5
31) COc1ccc(CNC(=S)N/N=C/c2ccc(OC)c(OC)c2)cc1
 : nt	-28	1	3.9	2.4	-3	7	-0.8	2.4	-39
32) CCNS(=O)(=O)c1ccc(CCC(=O)N2CCN(C(=O)OCC)CC2)cc1
 : 1	-17	0	1.3	-0.3	3	6	1.5	-1.3	-15
33) O=S(=O)(c1ccc(SCc2ccccc2)nc1)N1CCCC1
 : 2	-10	-6	0.9	1.3	9	1	-2.2	1.9	12
34) N#CC1=C(N)C(C#N)(C#N)[C@H](c2c(F)cccc2F)[C@H]2CC3(CC=C12)OCCO3
 : -1	-1	-8	-0.6	0.8	-8	5	0.1	2.6	8
35) CCOC(=O)NCc1ccc2c(c1)cc(C)n2C
 : -3	-2	5	3.1	5.3	-13	3	-1.2	1.3	33
36) Cc1c(NC(=O)c2ccc3c(c2)C(=O)N(Cc2ccco2)C3=O)cccc1C(=O)O
 : 4	-2	-1	2.3	0.8	7	4	-0.8	2.8	-1
37) COc1ccc(NC(=O)C(c2ccccc2)N(C)C(=O)CNC(C)=O)cc1 (stereo unspecified)
 : 26	15	-4	2.9	0.7	19	-12	-1.3	0.6	8
38) O=C(NC1CCCCC1)c1cc([N+](=O)[O-])ccc1N1CCOCC1
 : nt	-4	-1	3.1	0.9	2	-11	-0.7	3.3	-14
39) CCC1CCCCN1S(=O)(=O)c1ccc(C(=O)Nc2nnc(C3=COCCO3)o2)cc1 (stereo unspecified)
 : -4	-6	5	1.5	-2.0	5	10	0.5	-1.4	-6
40) COCCn1c(Cc2ccccc2)nnc1SCc1ccc([N+](=O)[O-])cc1
 : -3	-6	-3	2.5	3.0	4	0	-2.4	-1.5	-15
41) Cc1c(Nc2nc(-c3ccccc3)cs2)c(=O)n(-c2ccccc2)n1C
 : -1	9	3	1.3	2.2	-8	19	-2.5	1.1	12
42) CCC(=O)N(Cc1ccco1)c1nc(C(=O)Nc2ccc(Cl)cc2)c(C)s1
 : 0	7	-1	3.3	3.3	-1	26	-2.7	0.6	5
43) CN1/C(=C/C(=O)CSc2ccccc2C(=O)O)C(C)(C)c2ccccc21
 : -8	10	1	0.0	-2.1	-1	-2	-1.1	-1.9	-20
44) COc1ccc(N=C2SC(CC(=O)Nc3ccccc3)C(=O)N2CC2CCCO2)cc1 (stereo unspecified)
 : -3	-10	-5	0.8	-1.6	7	12	-0.8	2.7	-1
45) O=C(COC(=O)C1CCN(c2ccc(C(F)(F)F)cn2)CC1)Nc1ccc(Cl)cn1
 : -1	8	-2	3.7	3.4	1	-2	-0.2	-2.3	-15

Single entries from the list.
`N#CC1=C(N)C(C#N)(C#N)[C@H](c2c(F)cccc2F)[C@H]2CC3(CC=C12)OCCO3` | DAGLB inhibitor = -8
`CCOC(=O)NCc1ccc2c(c1)cc(C)n2C` | Wnt act = -3
`CCC(=O)N(Cc1ccco1)c1nc(C(=O)Nc2ccc(Cl)cc2)c(C)s1` | CAL PDZ inh = -2.7
`COc1ccc(NC(=O)C(c2ccccc2)N(C)C(=O)CNC(C)=O)cc1` (stereo unspecified) | DAGLB inhibitor = -4

Later entries:
Order of values: Wnt act	PvdQ inh	DAGLB inhibitor	phage Ecoli inh	AddAB inh	Tat export inh	Rtt109 Vps75	CAL PDZ inh	Ecoli viability	PfHsp90 yeast 2
46) CCOc1ccc(NC(C)=O)cc1[N+](=O)[O-]
 : 1	-2	-4	2.2	1.2	4	-3	0.1	2.9	3
47) Cc1ncc(CO)c2c1Oc1nc(-c3ccccc3F)nc(SCC(=O)N(C)c3ccccc3)c1C2
 : nt	-7	7	nt	2.3	22	-16	-11	0.7	3
48) N#CCSc1nc(-c2ccccc2)nc2ccc(F)cc12
 : -1	8	-1	2.4	nt	-1	5	-1.4	nt	-7
49) COCCSc1nnc(NS(=O)(=O)c2ccccc2)s1
 : 1	7	0	3.9	0.3	-9	-4	0.0	0.9	-4
50) Cc1nnc(SCC(=O)NC2CCCCCC2)n1C(C)C
 : 2	3	-1	1.2	-0.3	-7	5	-0.4	-0.6	9
51) COc1ccc(N2CCN(C(=O)NC(=O)c3ccc(Cl)cc3)CC2)cc1
 : 4	0	-2	-1.7	1.5	1	-11	-2.5	-1.9	10
52) COc1cccc(/C=N/N2CCN(Cc3ccccc3)CC2)c1O
 : -3	-8	-5	2.4	1.8	-9	-7	0.1	1.3	-9
53) O=C(CN1c2cccc3cccc(c23)S1(=O)=O)Nc1ccccc1Br
 : 0	-13	-2	4.1	1.0	-9	-1	-0.8	-1.6	-14

An unsorted share of the library. Share with any hit: about 1.9%.
